# High-throughput results from PubChem BioAssay.
# TbREL1 inh: TbREL1 inhibition, primary screen; 89,000 compounds, 0.49% hits; P86926; inhibition, % at 9.66 µM; AID 1117264; TbREL1 RNA ligation, FRET fluorescence;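 active = inhibition above the mean inhibition across all screened compounds plus 3 SD, cut at about 11% in these data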;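 also: 0% = plate median of test wells and 100% = NSC42067 control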
# Target sequence (P86926 whole entry, looked up): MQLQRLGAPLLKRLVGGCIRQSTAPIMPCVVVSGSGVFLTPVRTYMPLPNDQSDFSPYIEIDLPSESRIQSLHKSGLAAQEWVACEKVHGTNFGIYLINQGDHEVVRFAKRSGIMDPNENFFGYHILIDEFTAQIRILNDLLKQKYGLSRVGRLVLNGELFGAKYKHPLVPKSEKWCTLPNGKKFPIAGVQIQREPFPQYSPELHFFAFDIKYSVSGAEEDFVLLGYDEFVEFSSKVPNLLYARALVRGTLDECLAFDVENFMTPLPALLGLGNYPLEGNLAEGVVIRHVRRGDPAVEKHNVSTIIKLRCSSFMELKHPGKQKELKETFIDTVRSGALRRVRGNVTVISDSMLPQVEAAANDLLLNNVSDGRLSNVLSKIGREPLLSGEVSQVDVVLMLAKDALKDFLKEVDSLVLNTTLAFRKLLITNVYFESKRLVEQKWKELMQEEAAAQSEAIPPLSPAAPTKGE
# * = called active by the depositor.
SMILES,TbREL1 inh
COc1ccc(-c2cc(C(=O)NN=Cc3ccccc3[N+](=O)[O-])[nH]n2)cc1,1.1
Cc1cc(C)n(-c2ncc3c(n2)N(CCO)CCOC3=O)n1,1.2
Cc1ccc(C)c(S(=O)(=O)N2CCCOC2CNC(=O)C(=O)NCCN2CCOCC2)c1 (stereo not drawn),0.8
CC(=O)Nc1nc(COc2ccc3ccccc3c2)cs1,-0.3
O=S1(=O)CC(N2CCC(Cc3ccccc3)CC2)CN1C1CCCC1 (stereo not drawn),-1.2
CC1CCCC(N2CCN(C(=O)c3ccc(F)cc3)CC2)C1 (stereo not drawn),2.2
C=C1CCN([C@@H](CC(C)C)C(=O)NCc2ccccc2)S(=O)(=O)c2ccccc21,0.0
COc1cc(/C=C2/NC(=O)N(CC(=O)Nc3cccc(C)c3)C2=O)ccc1OCC(N)=O,-5.3
CN(c1ccccc1)S(=O)(=O)c1cccc(NC(=O)COc2cccc([N+](=O)[O-])c2)c1,9.4
Clc1ccccc1CSc1cc2c(nn1)-c1ccccc1CC2,4.4
CCc1nc2cc(NC(=O)C3(C)CCCN(C(C)=O)C3)ccc2o1 (stereo not drawn),-5.0
CC1=NCCN1CCNC(=O)Nc1cc(C)cc(C)c1,2.3
Cc1ccc(NS(=O)(=O)c2ccc3c(c2)n(C)c(=O)n3C)cc1C,0.5
C=CCN1C(=O)C(Cc2ccc(OCC)cc2)SC1=Nc1ccc(C(=O)O)cc1 (stereo not drawn),0.4
O=C(CSc1nnc(Cn2c(=O)sc3ccccc32)n1-c1ccccc1)Nc1nccs1,3.5
O=C(O)CSc1nnc(-c2ccncc2)n1-c1ccc(Cl)cc1,0.0
CCN(CC)CCCNC(=O)CSc1nc2c(c(C(F)(F)F)n1)CCc1ccccc1-2,4.8
COc1cc(/C=N/NC(=O)c2ccc3c(c2)OCO3)ccc1O,-2.2
Cc1cccc(C(=O)OC(C)C(=O)NCC2CCCCC2)c1O (stereo not drawn),7.2
O=C(NNC(=S)NC(=O)c1ccccc1[N+](=O)[O-])c1ccc(Cl)cc1Cl,-5.4
COc1cc(C)ccc1NC(=O)Cc1csc(NC(=O)Nc2ccccc2OC)n1,-0.7
O=C1N[C@@H](Cc2ccccc2)COC(=O)[C@H](Cc2ccc(F)cc2)CC/C=C/C[C@@H]1CC(=O)N(CCO)Cc1ccccc1,-1.1
COc1ccc(N2CCN(C(=O)c3cccn4c(=O)c5ccccc5nc34)CC2)cc1,0.4
O=C(c1ccc(S(=O)(=O)N2CCCCC2)cc1)N1CCN(c2ccccc2F)CC1,2.6

# In another format: entries from further up.
Structure | TbREL1 inh
O=C(O)CSc1nnc(-c2ccncc2)n1-c1ccc(Cl)cc1 | 0.0
CCN(CC)CCCNC(=O)CSc1nc2c(c(C(F)(F)F)n1)CCc1ccccc1-2 | 4.8
COc1cc(/C=N/NC(=O)c2ccc3c(c2)OCO3)ccc1O | -2.2
Cc1cccc(C(=O)OC(C)C(=O)NCC2CCCCC2)c1O (stereo not drawn) | 7.2
O=C(NNC(=S)NC(=O)c1ccccc1[N+](=O)[O-])c1ccc(Cl)cc1Cl | -5.4

# Next entries:
SMILES,TbREL1 inh
COC(=O)c1cccc(C23CC4(C2)[C@H](CN(Cc2cccnc2)[C@@H]4c2ccccc2)C3c2ccccc2)c1 (stereo partly drawn),-2.0
Cn1c(SCC(=O)NNC(=O)c2ccccc2Br)nnc1C(F)(F)F,1.8
CCC(C)NC(=O)CN1C(=O)C(CC)Sc2ccccc21 (stereo not drawn),1.8
CN(Cc1ccccc1)S(=O)(=O)c1nnc(NC(=O)c2ccc(F)cc2)s1,0.2
CCCC[C@H]1C2CC(OC(=O)Nc3ccc(F)cc3)C(C2)[C@H]2CCCCN21 (stereo partly drawn),8.8
CCC1(CC)Cc2ccccc2C(C2=C(O)CC(C)(C)CC2=O)=N1,-2.2
CSc1nc(O)c(C(c2ccc(O)cc2)c2c(O)nc(SC)[nH]c2=O)c(=O)[nH]1,-1.2
COc1ccc(/C=C(\NC(=O)c2cccs2)C(=O)Nc2ccccc2C)cc1OC,-3.9
N/C(=N\c1nc2c(c(=O)[nH]1)CCCC2)Nc1ccccc1Sc1ccccc1,3.7
COc1ccc(/C=N/c2nc3ccccc3n2C)cc1OC,1.9
CCCCCCCCN1C(=O)[C@@H](CC(=O)NCCCCc2ccccc2)C[C@@]2(C(=O)OC)C1=C[C@H](COCc1ccccc1)O[C@@H]2C,2.2
O=C(Cn1nnc(-c2ccccc2F)n1)Nc1ccc(Cl)c(Cl)c1,6.6
CN(C)c1ccc(C=NNc2nc3c([nH]2)c(=O)n(C)c(=O)n3C)cc1,-7.7
CC1=C(C(=O)OC2CCCCC2)C(c2ccco2)n2ncnc2N1 (stereo not drawn),-4.3
CCOC(=O)CSc1ccc(-c2nc3cc(C)c(C)cc3[nH]2)cn1,-1.4
Cc1ccc(C)c(N(C(=O)Cn2nnc(-c3cccs3)n2)C(C(=O)NC2CC2)c2ccc(C)o2)c1 (stereo not drawn),-4.3
Cn1ncc(Br)c1C(=O)NC(=S)N1CCN(c2ccccn2)CC1,-2.9
O=C(COc1coc(CN2CCN(c3ccccc3F)CC2)cc1=O)NCC1CCCO1 (stereo not drawn),5.0
Cn1c(=O)oc2cc(S(=O)(=O)Nc3cccc(C(=O)O)c3)ccc21,5.5
CCCCN(C(=O)c1ccc(N(C)S(=O)(=O)c2ccc(C)cc2)cc1)c1c(N)n(CCCC)c(=O)[nH]c1=O,2.9
O=C(c1ccc(F)cc1F)N1CCCN(c2nc(-c3ccccc3)ns2)CC1,-1.8
CCOc1ccccc1OCCCC(=O)NNC(=O)c1nn(C)c(=O)c2ccccc12,-0.1
CCOC(=O)c1c(O)cc(C)[nH]c1=O,4.5
O=C(Nc1ccc2ccccc2c1)C1CC2CCC1C2 (stereo not drawn),1.3
COc1cc(/C=C/C(=O)OCC(=O)NNC(=O)c2cc(Cl)ccc2OC)ccc1O,3.0
CC1CCc2c(sc3ncnc(SCC(=O)N(C)C4CCS(=O)(=O)C4)c23)C1 (stereo not drawn),-3.2
O=C(NN1C(=O)c2ccccc2NC1c1ccccn1)c1ccc(Br)cc1 (stereo not drawn),5.3
Cc1ccc(C(=O)NC2CCN(Cc3ccccc3)CC2)cc1S(=O)(=O)N1CCOCC1,3.0
COCCSc1nnc(NC(=O)Cc2cccs2)s1,0.9
COc1ccc(-n2c(=O)c3ccccc3n(CC(=O)Nc3cc(C)on3)c2=O)cc1OC,-0.5
CN(CC(=O)Nc1ccccc1Br)C(=O)CNC(=O)Cc1cccc2ccccc12,1.6
NC(=O)C1(N2CCCCC2)CCN(C2CC(=O)NC2=O)CC1 (stereo not drawn),-0.8
O=C(NCCc1cccc(F)c1)c1cc2ccccn2n1,-1.8
COc1ccc(/C=C(/NC(=O)c2ccc(OC)c(OC)c2)C(=O)NCCCn2ccnc2)cc1,0.7
Cc1ccc(-n2c(SCC(=O)Nc3ccccc3-c3ccccc3)nnc2-c2cccnc2)cc1,0.5
Cc1ccc(C)c(NC(=O)c2ccc3c(c2)N(Cc2ccc(F)cc2)C(=O)CS3=O)c1 (stereo not drawn),-0.9
COc1cc(-c2cnc3c(NC=O)cc(-c4ccccc4Cl)cn23)cc(OC)c1OC,-2.4
O=C(NCC1CCCO1)c1nn2c(C(F)(F)F)cc(-c3ccco3)nc2c1Cl (stereo not drawn),-3.8
CC(Sc1n[nH]c(N)n1)C(=O)NC1CCCCC1C (stereo not drawn),-0.7
CN(C)CCCN(C(=O)c1ccc(S(=O)(=O)N2CCCCC2)cc1)c1nc2cc3c(cc2s1)OCO3,10.9
COc1ccc(-c2ccc(C(C)=O)cc2)cc1[C@H]1[C@H]2C=CC[C@@H](C)[C@@H]2C(=O)N1Cc1ccccc1,-1.1
COC(=O)C1CCN(C2CN(Cc3ccc(F)cc3)S(=O)(=O)C2)CC1 (stereo not drawn),-1.9
COc1ccc(/C=C(\C#N)C(=O)Nc2cc(C)c(Cl)cc2OC)cc1O,-1.2
Cc1ccc(C)c(NC(=O)CN(C)C(=O)C2CCN(C(=O)Nc3ccccc3)CC2)c1,-2.6
CCOC(=O)[C@]12CCCC=C1N(Cc1ccco1)C(=O)[C@H](CC(=O)NCCc1ccccc1OC)C2,-1.6
COc1ccc(S(=O)(=O)N2CCCC2CNC(=O)C(=O)NC2CCCCCC2)cc1 (stereo not drawn),0.1
O=C(CCS(=O)(=O)c1ccccc1Cl)NCc1ccc(F)cc1,1.2
COc1ccc(OCC(=O)Nc2cc3c(cc2C(=O)O)OCCCO3)cc1,2.3
Cn1cccc1C=NNC(=O)c1cc(-c2ccc(Cl)cc2)n[nH]1,0.8
COc1ccc(NC(=O)c2cc(C3CCCCN3C(=O)c3cc(OC)c(C)c(OC)c3)on2)c(C)c1 (stereo not drawn),5.4
Cc1cc2c(s1)CCCCC(=O)N2,2.7
COC(=O)c1c(N2C(=O)CC(Sc3ccccc3C(=O)O)C2=O)sc(C)c1C (stereo not drawn),-1.9
Cc1ccccc1NC(=O)CSc1nc2ccccc2c(=O)n1CC1CCCO1 (stereo not drawn),-0.6
O=C(NC1(C(F)(F)F)NC(=O)N(Cc2cccnc2)C1=O)c1ccccc1Cl (stereo not drawn),0.1
CCN1CCN(C(=O)c2ccc3c(=O)n(C4CCCC4)c(=S)[nH]c3c2)CC1,-4.3
NC(=O)CC(NC(=O)Cc1cccc2ccccc12)c1ccc(NCc2ccccc2)c([N+](=O)[O-])c1 (stereo not drawn),-1.2
CCc1cccc(CC)c1-n1c(SCn2nnc3ccccc3c2=O)nnc1-c1cccnc1,-1.7
Cc1ccc(C)c(N(C(=O)c2ccco2)C(C(=O)NC2CCCC2)c2ccco2)c1 (stereo not drawn),-1.1
Cc1ccc2ccc(S(=O)(=O)NCc3ccco3)cc2c1,-3.1
COc1cccc(CN2CC(C(=O)NCCCn3ccnc3C)CCC2=O)c1 (stereo not drawn),-0.3

# 2 compounds drawn at random from the list so far:
SMILES,TbREL1 inh
COc1ccc(OCC(=O)Nc2cc3c(cc2C(=O)O)OCCCO3)cc1,2.3
COc1cccc(CN2CC(C(=O)NCCCn3ccnc3C)CCC2=O)c1 (stereo not drawn),-0.3

# Continuation:
SMILES,TbREL1 inh
O=C(NCc1ccccn1)c1ccc(=O)oc1,9.3
Cc1[nH]nc(N=CC2=C(O)CC(c3ccco3)CC2=O)c1-c1ccccc1 (stereo not drawn),-3.4
O=C(c1ccccc1Cl)N(Cc1ccc(Br)cc1)N1C(=O)CCC1=O,-0.8
CN1C(=O)CSc2ccc(C(=O)O)cc21,1.3
CN1CCN(C(c2ccc(C(F)(F)F)cc2)c2ccc3cccnc3c2O)CC1 (stereo not drawn),-4.0
COc1ccc(/C=C/C(=O)OCC(=O)c2ccc3c(c2)NC(=O)CO3)c(OC)c1,1.0
C=CC[C@]1(O)C(=O)N(c2ccccc2)c2ccccc21,3.0
Nc1ccc(C(=O)NCc2ccccc2)cc1,3.4
O=S(=O)(Nc1ccc(O)c2ncccc12)c1ccccc1F,-1.5
COC(=O)N(C)c1nc2ccccc2s1,3.8
CC1CCN(S(=O)(=O)N2CCC(C(=O)NCCC3=CCCCC3)CC2)CC1,-0.7
O=C(CN1C(=O)COc2ccccc21)N(Cc1cccnc1)Cc1cccc(F)c1,4.5

# A different layout for some results above:
SMILES	TbREL1 inh
COc1ccc(/C=C/C(=O)OCC(=O)c2ccc3c(c2)NC(=O)CO3)c(OC)c1	1.0
C=CC[C@]1(O)C(=O)N(c2ccccc2)c2ccccc21	3.0

# Continuation:
SMILES,TbREL1 inh
NC(=O)c1ccccc1OCC(=O)N1CCCC1c1ccc2c(c1)OCCCO2 (stereo not drawn),2.2
O=C(Nc1ccc(S(=O)(=O)N2CCCC2)cc1)c1ccccc1,4.5
CC(C)C(=O)Nc1ccc(C(=O)NC2CCSC2=O)cc1 (stereo not drawn),-0.6
C=CCn1c(SCC(=O)NC2CCCCC2)nc2ccccc2c1=O,1.6
S=C(N/N=C/c1ccc(Cl)cc1)N1CCOCC1,-0.9
CC1CCN(C(=O)CSc2nnc(Cc3cc(=O)[nH]c(=O)[nH]3)n2-c2ccc(Cl)cc2)CC1,3.5
CC(=O)Nc1cc(-c2ccc(C(=O)N3CCOCC3)cc2)cn2c(-c3cccc(C(C)=O)c3)cnc12,-1.2
Cc1cccc(OCC(=O)NCCNC(=O)c2ccco2)c1,-1.5
O=c1nc2n(c3cc(Cl)c(S(=O)(=O)N4CCOCC4)cc13)CCCCC2,-1.4
Cn1cc(CC(=O)N2CCN(c3ccc(Cl)cc3)CC2)c2ccccc21,-5.8
CC(CCc1ccccc1)NC(=O)COC(=O)c1cccn1C (stereo not drawn),3.1
Cc1c(C)c(C)c2[nH]c(=S)[nH]c2c1C,-3.6
Cc1cc(C(=O)N/N=C/c2ccc(C)o2)c2ccccc2n1,1.5
O=C(CCl)Nc1ccc(C(=O)NCC2COc3ccccc3O2)cc1 (stereo not drawn),-0.9
CCOC(=O)[C@@H]1[C@H]2COc3cc(OC)ccc3[C@@H]2N2C(=O)N(c3ccc(OC)cc3)C(=O)[C@]12C,-0.9
N=c1c(C(=O)NC2CCCCC2)cc2c(=O)n3ccccc3nc2n1Cc1cccnc1,5.9
C=CCN(C(=O)[C@@H](C1CC1)[C@@H](O)c1ccc(Cl)cc1)c1ccccc1,-1.1
Cc1cc2c(s1)c1cnn(Cc3cc(F)c(F)cc3F)c(=O)c1n2C,1.1
COCCNC(=O)Cn1cc(/C=N/NC(=O)c2ccc(Oc3ccc(O)cc3)cc2)c2ccccc21,0.8
C[C@H](CO)N1C[C@H](C)[C@@H](CN(C)Cc2ccncc2)Oc2c(NC(=O)CCCCCC(=O)Nc3ccccc3N)cccc2C1=O,-5.9
NC(=O)C1(N2CCCCC2)CCN(Cc2ccc(Br)cc2)CC1,-3.3
CC1CCN(C(=O)CN(c2cccc(F)c2)S(C)(=O)=O)CC1,1.2
CC(C)n1c(SCC(=O)Nc2ccc3c(c2)OCO3)nc2c1c(=O)n(C)c(=O)n2C,-2.0
O=C(Nc1ncc2c(n1)-c1ccccc1OC2)c1ccc(Cl)cc1Cl,-0.2
Cc1nc(C#N)c(N/N=C/c2c(F)cccc2Cl)o1,-5.4
CCN(CC)CCCNC(=O)CSc1nc(-c2cccs2)cc(C(F)(F)F)n1,2.0

# The list is partial (hit frequency here may not be typical).
